Apoferritin bind – candidate novel general anesthetic via apoferritin binding. P02791. apoferritin/1-aminoanthracene competitive binding, fluorescence. Potency, µM (highest dose often 77.5 µM), for inactives: top-dose activity change, negative = displacement, actives largely listed as inhibitors. 0.074% of 350,000 active; also: potency is read from the fitted curve at half-maximal effect; % is scaled to controls: 0 for no effect and ±100 for the full control effect; nearly all actives have a fitted effect of over 20% in size
Target sequence (P02791 2-175 limits assumed): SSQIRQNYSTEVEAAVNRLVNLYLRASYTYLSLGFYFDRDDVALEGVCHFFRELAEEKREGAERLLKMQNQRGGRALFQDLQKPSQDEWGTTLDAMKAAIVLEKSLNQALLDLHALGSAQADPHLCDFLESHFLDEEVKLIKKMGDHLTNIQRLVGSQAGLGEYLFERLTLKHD
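Horse-spleen apoferritin (10 uM) was mixed with 50% saturated 1-aminoanthracene in PBS, exposed to compounds for 10 min at room temperature, and read for fluorescence (ex 380 nm, em 535 nm). Competitive displacement was fitted with a four-parameter Hill equation.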
RXFP1 agonist – RXFP1 (human) receptor agonism; 0.3% of 370,000 active; AID 2676; Q9HBX9; Potency, µM (titrated, usually from 57.5 µM), for the others: at the top dose activation, hits mostly activators; HEK293T-RXFP1 cAMP TR-FRET, 30 min; response scale: percent of porcine relaxin response, buffer zero; also: potency is read from the fitted curve at half-maximal effect; % is scaled to controls: 0 for no effect and ±100 for the full control effect; nearly all actives have a fitted effect of over 60% in size; many of its hits are not listed in these tables
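HEK293T cells stably expressing RXFP1 were pretreated with the PDE4 inhibitor Ro 20174, exposed to compounds for 30 min at 37C, lysed, and cAMP was read by TR-FRET. Data normalized to buffer (basal) and 29 nM porcine relaxin (100%).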
D2 potentiator – D2 dopamine receptor (human) potentiation; P14416; HEK293 T-REx D2, calcium flux, EC20 dopamine potentiation; potentiation, % at 10 µM; 0.34% of 340,000 active;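 active = potentiation over 3 SD above the plate norm, cut at about 30% in these data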; also: 0% is about no effect
Target sequence (P14416 whole entry, looked up): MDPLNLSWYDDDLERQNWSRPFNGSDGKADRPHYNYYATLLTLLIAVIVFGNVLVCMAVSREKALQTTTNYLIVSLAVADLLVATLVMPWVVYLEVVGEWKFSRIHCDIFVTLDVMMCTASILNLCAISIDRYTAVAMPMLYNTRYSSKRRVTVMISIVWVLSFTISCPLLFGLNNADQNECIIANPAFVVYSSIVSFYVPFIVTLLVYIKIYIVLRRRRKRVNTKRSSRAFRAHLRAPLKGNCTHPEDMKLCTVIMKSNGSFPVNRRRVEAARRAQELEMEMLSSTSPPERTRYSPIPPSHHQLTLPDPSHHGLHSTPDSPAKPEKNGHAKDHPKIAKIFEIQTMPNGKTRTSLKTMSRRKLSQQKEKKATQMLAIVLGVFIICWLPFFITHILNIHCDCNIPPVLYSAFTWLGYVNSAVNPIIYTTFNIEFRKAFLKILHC
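Primary screen. Calcium kinetics in induced HEK293 T-REx D2 cells: compound pre-addition 180 s, EC20 dopamine, 180 s more.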
TRHR PAM – allosterically enhances the human TRH receptor; TRHR cells, fluo-8 calcium fluorescence, EC20 TRH enhancement; 0.66% of 360,000 active; enhancement, % at 2 µM; AID 493056; P34981; in the data active = enhancement above about 30%; also: 0% is about no effect
Target sequence (P34981 whole entry, looked up): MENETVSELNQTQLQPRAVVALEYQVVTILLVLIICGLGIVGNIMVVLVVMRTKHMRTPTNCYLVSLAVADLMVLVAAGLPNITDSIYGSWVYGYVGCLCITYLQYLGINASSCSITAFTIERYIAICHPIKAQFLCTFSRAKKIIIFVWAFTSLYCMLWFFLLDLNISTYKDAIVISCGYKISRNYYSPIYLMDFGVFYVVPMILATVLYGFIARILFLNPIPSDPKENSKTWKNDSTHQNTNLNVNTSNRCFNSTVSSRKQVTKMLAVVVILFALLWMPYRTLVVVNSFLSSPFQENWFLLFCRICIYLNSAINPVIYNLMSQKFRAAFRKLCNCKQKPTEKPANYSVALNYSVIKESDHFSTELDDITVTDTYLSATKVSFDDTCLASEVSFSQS
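Enhancer read-out: after compound pinning and an initial kinetic agonist-mode read, an EC20 of TRH (10 nM final) was injected and fluo-8 calcium signal (Ex 480/Em 530) followed at 1 s/cycle for 100 cycles in TRHR-expressing cells.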
D1 PAM – potentiators of human D1 dopamine receptor | HEK293 TREx D1 cells, calcium flux, dopamine EC20 potentiation | potentiation, % at 10 µM | 0.036% of 360,000 active; in the data active = potentiation above about 30%; also: 0% is about no effect
RXFP1 antag – blocks the human relaxin receptor RXFP1; Q9HBX9; HEK293-RXFP1, relaxin-stimulated cAMP HTRF, 30 min; hits give low values; activity change, negative = inhibition, % at 57.5 µM; 0.59% of 350,000 active;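 active = activity change of -60% or lower, but not beyond a set lower limit; inconclusive = change between -60% and -40%, or beyond the set limit; inactive = change above -40%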; also: % is scaled to controls: 0 for no effect and ±100 for the full control effect
TRHR agonist – TRH receptor (human) agonism; TRHR cells, calcium flux fluo-8, FDSS agonist mode; activation, % at 2 µM; 0.18% of 360,000 active; AID 493084; in the data active = activation above about 30%; also: 0% is about no effect
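In this calcium-flux screen, cells bearing human TRHR are dye-loaded with fluo-8, baselined for 10 cycles, then exposed to library compounds; positive kinetic calcium responses during the agonist phase mark hits, with TRH as control.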
D1 ag – activates the human D1 dopamine receptor. HEK293 T-REx D1 cells, calcium flux, agonist mode. P21728. 1% of 360,000 active. AID 504660. activation, % at 2 µM; in the data active = activation above about 30%; also: 0% is about no effect
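Inducible HEK293 T-REx D1 cells, force-coupled to calcium signalling, were plated at 4000 cells/well with tetracycline and held overnight at 30 C. After no-wash calcium dye loading, compound-evoked calcium rise over 180 s flagged agonists.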
D1 antagonist – human D1 dopamine receptor antagonism | P21728 | HEK293 TREx D1 cells, calcium flux, dopamine EC80; hits give low values | activity change, negative = inhibition, % at 10 µM | 3.2% of 360,000 active | AID 504652; in the data active = activity change below about -30%; also: % is scaled to controls: 0 for no effect and ±100 for the full control effect
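Inducible Hek293 Trex D1 cells (tetracycline, overnight, 30 C). Calcium dye 30–90 min RT. Antagonist mode: EC80 dopamine added after 180 s compound read.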
* = called active by the depositor; ? = inconclusive; / = no result given; [ ] = remark or other dose. Unless noted, calls follow the shape of the dose curve; as a rule, active = well fitted curve in the direction sought with a large enough effect; inconclusive = small, poorly fitted or top-dose-only effect, or another doubt; inactive = no such curve, though single readings can be large; an effect the other way counts as inactive or inconclusive. These rows are one share of the data; the hit share may differ from the screen's.

SMILES	Apoferritin bind	RXFP1 agonist	D2 potentiator	TRHR PAM	D1 PAM	RXFP1 antag	TRHR agonist	D1 ag	D1 antagonist
Cn1c(N)c(C(=O)CSc2n[nH]c(N)n2)c(=O)n(C)c1=O	/	3.7%	7	-3	0	-9	0.1	3	7
CCCC(=NC(C)CC)C1=C(O)CC(c2ccccc2)CC1=O (stereo not given)	3%	1.3%	3	-3	12	-24	0.3	-1	54
COc1ccc(C2c3[nH]c4ccccc4c3CCN2CCCn2cccn2)c(C)c1C (stereo not given)	1%	0.4%	-9	-5	-4	-2	-0.2	2	-7
CN(C)c1ccc(-n2cccc2/C=N/n2cnnc2)cc1	-9%	-2.4%	/	8	-1	-9	0.1	1	10
O=[N+]([O-])c1c(NCCO)cc(N2CCCCCC2)c2nonc12	?	-0.6%	-4	5	-2	9	-0.7	6	-43*
Cc1ccc(Cl)cc1NC(=O)CCCN1C(=O)CCn2nc(-c3cn(C)c4ccccc34)cc21	-18%	0.2%	8	-6	0	-1	-0.2	0	-5
CC(C)CN(C(=O)c1cccc(F)c1)c1c(N)n(CC(C)C)c(=O)[nH]c1=O	43%[activator]	3.8%	-6	-6	-5	6	1.4	1	1
CS(=O)(=O)c1cccc(-c2nnc(NC(=O)c3ccc4c(c3)OCCO4)o2)c1	-9%	-0.2%	-9	-3	1	9	0.0	1	-13
Cc1cc(NC(=O)CN2C(=O)c3ccccc3S2(=O)=O)no1	0%	4.6%	5	30*	-4	6	0.1	2	18
CCOc1ccc(C(=O)CCC(=O)N(CC)CC(=O)Nc2c(F)cccc2F)cc1	/	2.3%	-14	10	-3	-11	-0.3	0	-15

The closing two compounds of the section above come first, to join the parts:
SMILES	Apoferritin bind	RXFP1 agonist	D2 potentiator	TRHR PAM	D1 PAM	RXFP1 antag	TRHR agonist	D1 ag	D1 antagonist
Cc1cc(NC(=O)CN2C(=O)c3ccccc3S2(=O)=O)no1	0%	4.6%	5	30*	-4	6	0.1	2	18
CCOc1ccc(C(=O)CCC(=O)N(CC)CC(=O)Nc2c(F)cccc2F)cc1	/	2.3%	-14	10	-3	-11	-0.3	0	-15
COc1cccc(CN(C)C(=O)CSCC(=O)Nc2cc(C)on2)c1OC	/	-0.4%	18	1	3	-3	-0.4	1	2
CCc1ccc(NC(=O)CCCN2C(=O)C3CC=CCC3C2=O)cc1 (stereo not given)	?	3.8%	0	-7	-4	-7	-0.2	1	-7
O=C(O)CN1C(=O)/C(=C\c2cn(CC(=O)N3CCOCC3)c3ccccc23)SC1=S	-5%	-0.9%	-7	-3	-7	-8	17	32*	-4
CC1(C)Cc2c(C#N)c(N3CCN(C(=O)c4ccco4)CC3)nc(-c3ccco3)c2CS1	-21%	1.6%	3	7	-3	-2	-0.9	3	-6
CCOC(=O)/C=C/C(=O)OCC(=O)N1CCN(C(=O)c2ccco2)CC1	-2%	1.5%	-5	1	-1	15	0.7	4	7
Cc1cc(-c2ccc(S(=O)(=O)N3CCc4ccccc4C3)s2)on1	-6%	-2.9%	8	-1	-10	0	0.3	1	-16
Cc1nn(C)c(C)c1NS(=O)(=O)c1ccccc1Cl	/	-0.2%	3	0	-1	5	-0.3	2	-5
COCCNC(=O)c1ccc2c(c1)N(Cc1c(F)cccc1Cl)C(=O)c1ccccc1S2	-9%	4.9%	2	-8	1	/	-0.6	-2	9
COc1ccc(Br)cc1C(=O)Nc1cccc2ccc(C)nc12	-5%	-2.1%	-5	-1	-2	-5	3.0	-1	4
Cc1ccc(-n2cccc2/C=C2/C(=N)N3C(=NC2=O)SN=C3S(C)(=O)=O)cc1	-21%	0.3%	4	5	-6	-20	0.7	0	-2
C/C(=N\NC(=O)c1nn(C)c(C)c1Br)c1cccc(NC(=O)c2ccc(F)cc2)c1	-18%	3.3%	-11	-3	-3	-1	-0.6	3	-12
NC(=O)N/N=C/c1ccccc1OC(=O)c1ccccc1Br	-14%	0.9%	2	-7	/	-1	-1.1	3	22
CCCc1cc(=O)oc2cc(OCc3ccc(C(=O)O)cc3)ccc12	3%	0.3%	-5	4	6	-6	0.4	6	-8
CCCc1cc(=O)oc2c(C)c(OCC(=O)c3ccc(N4CCCC4)cc3)ccc12	-5%	1.9%	15	14	-4	3	0.3	1	-19
O=C(CCNC(=O)C1CCN(S(=O)(=O)c2ccccc2)CC1)Nc1ccccc1	-9%	1.1%	-2	12	-4	2	-0.9	1	-2
CCOC(=O)c1sc(NC(=O)CSc2nc(C)cc(-c3ccccc3)n2)c(C#N)c1C	-6%	0.3%	-1	3	0	-27	-0.2	2	4
COc1ccccc1NC(=O)CCN1CCN(CCC(=O)Nc2ccccc2OC)CC1	-15%	-0.9%	/	7	-2	/	-0.1	1	-7
COc1cc(OC)cc(C(=O)Nc2nc(CC(=O)NCCc3ccccc3)cs2)c1	/	1.9%	/	-3	2	-11	-0.7	4	-7
COc1ccc(-c2[nH]nc(-c3ccccc3)c2-c2nc3ccccc3[nH]2)cc1	-16%	2.5%	27	14	-4	13	-0.2	4	9
O=C(NCc1cc(C(F)(F)F)cc(C(F)(F)F)c1)C1CC(c2cccc(F)c2)=NO1 (stereo not given)	-10%	-3.3%	14	-1	2	/	-0.5	44*	8
Cc1cccc(NC2SC(=O)N(CC(=O)O)C2=O)c1 (stereo not given)	-9%	-2.3%	14	1	0	-15	-0.2	0	-1
CCCCN(CC)CCNC(=O)c1cc2c(C)nc3ccccc3c2o1	5%	0.8%	-22	-12	-6	-1	0.3	1	-9
CCOC(=O)c1cnc(SCc2ccccc2)nc1N	-11%	-0.2%	4	-11	-2	-21	0.2	2	-6
COc1ccc(S(=O)(=O)N2CCN(C(=O)c3ccco3)CC2)c(C)c1C	-8%	1.5%	2	1	0	0	-0.2	14	3
COc1ccc(CNC(=O)C/C(C)=N/NC(=O)Cc2ccc(OC)cc2)cc1	-11%	-0.6%	-9	-4	-10	-2	-0.9	1	-21
NNC(=O)CNC(c1ccccc1)c1cc(Cl)ccc1NC(=O)c1ccccc1 (stereo not given)	-8%	0.0%	-15	-8	-6	0	0.7	6	-5
CCN(CC)CCCn1c(=S)[nH]c2cc(OC)c(OC)cc2c1=O	-7%	1.4%	3	5	-14	-9	-0.1	2	14
CCCC(c1nnnn1C(C)(C)CC)N1CCN(C(=O)c2ccco2)CC1 (stereo not given)	-2%	0.2%	1	-4	-2	8	-0.2	4	7
CCCC(=O)Nc1cc(-c2nnc(OC)c3ccccc23)ccc1N1CCCCC1	5%	-1.9%	-5	-2	1	/	-0.8	2	6
O=C(CCN1CCN(C/C=C/c2ccccc2)CC1)Nc1cccc(F)c1	-4%	0.9%	3	-2	-6	-1	0.6	18	1
Cn1c2ccccc2c2cc(C(=O)OCC(=O)N3CC(=O)Nc4ccccc43)sc21	1%	4.1%	1	-1	-7	-18	0.6	3	-14
O=C(COc1cccnc1[N+](=O)[O-])NCc1ccco1	-5%	2.1%	/	-3	-5	-22	0.4	1	13
CCCCC(=O)NCc1ccccc1Cl	-12%	1.0%	6	14	1	5	-1.2	4	0
C/C(CC(=O)Nc1cccc(Cl)c1Cl)=N\NC(=O)C(=O)NC1CCCCC1	5%	-0.3%	-5	1	-8	-5	0.2	1	-6
COc1cccc(CNC(=O)CN2C(=O)CCCc3ccccc32)c1OC	31%[activator]	0.1%	-15	1	-2	-9	-0.4	10	1
CC1=C(C(=O)NCc2cccc(F)c2)C2(CCCCC2)OC1=O	10%	2.5%	-7	28	1	/	-0.6	0	-6
CN1CCN(P(=O)(c2ccccc2)c2nc3ccccc3s2)CC1 (stereo not given)	-9%	-0.7%	5	7	-4	23	0.0	1	-6
CC(C)C(c1nnnn1CCc1ccccc1)N1CCSCC1 (stereo not given)	-24%	4.9%	-18	5	-1	-6	-0.1	8	6
O=C(O)CN1C(=O)C2(OCCCO2)c2ccccc21	-6%	-0.1%	17	1	1	2	-0.1	1	6
CSc1ccc(/C=C/c2nc3ccccc3n2S(=O)(=O)c2ccc(Br)cc2)cc1	99%[activator]	13%	-2	-5	1	/	-1.6	9	-30*

Single records (already shown). Values in the order: Apoferritin bind, RXFP1 agonist, D2 potentiator, TRHR PAM, D1 PAM, RXFP1 antag, TRHR agonist, D1 ag, D1 antagonist
`CCCCC(=O)NCc1ccccc1Cl` is entered as -12%, 1.0%, 6, 14, 1, 5, -1.2, 4, 0
`CN1CCN(P(=O)(c2ccccc2)c2nc3ccccc3s2)CC1` (stereo not given) is entered as -9%, -0.7%, 5, 7, -4, 23, 0.0, 1, -6
`CC1=C(C(=O)NCc2cccc(F)c2)C2(CCCCC2)OC1=O` is entered as 10%, 2.5%, -7, 28, 1, /, -0.6, 0, -6
`C/C(CC(=O)Nc1cccc(Cl)c1Cl)=N\NC(=O)C(=O)NC1CCCCC1` is entered as 5%, -0.3%, -5, 1, -8, -5, 0.2, 1, -6
`O=C(O)CN1C(=O)C2(OCCCO2)c2ccccc21` is entered as -6%, -0.1%, 17, 1, 1, 2, -0.1, 1, 6

Following part:
SMILES	Apoferritin bind	RXFP1 agonist	D2 potentiator	TRHR PAM	D1 PAM	RXFP1 antag	TRHR agonist	D1 ag	D1 antagonist
c1ccc(-c2nc3cnccn3c2Nc2ccc3c(c2)OCCO3)cc1	-8%	0.6%	8	-2	-2	-13	-0.4	-1	2
COc1ccc(Cn2nnnc2C(c2cc3cc(C)ccc3[nH]c2=O)N2CCOCC2)cc1 (stereo not given)	-12%	-0.1%	2	8	-3	0	-0.6	0	-5
Nc1nc(N)nc(Cc2ccccc2O)n1	/	0.6%	7	2	-1	/	0.3	1	/
O=C(Cn1c(=O)nc(-c2ccccc2)c2ccccc21)Nc1ccc(Cl)c(C(F)(F)F)c1	-1%	29%	-1	4	0	2	0.2	7	11
CCC(C)c1ccccc1N=Cc1ccc2c(c1)OCO2 (stereo not given)	-3%	2.9%	4	-5	/	4	1.4	3	-3
O=C(c1ccco1)N(c1ccccn1)c1ccccn1	-3%	-2.2%	-7	-3	-2	-5	0.7	0	0
COc1ccc(CNC(=O)c2cnc(N3CCOCC3)c3ccccc23)cc1	-13%	1.6%	0	-2	-6	-3	0.2	2	-5
Cc1ccc(S(=O)(=O)N2CCCC2C(=O)O)s1 (stereo not given)	-13%	0.6%	-2	-4	-3	-9	-0.4	2	5
COc1ccc(-n2c(SCC(=O)N3CCC(C(=O)O)CC3)nc3ccccc3c2=O)cc1OC	-4%	2.6%	/	-5	6	-4	0.3	-2	4
COc1ccc(CNC(=O)C(c2ccco2)N(C(=O)c2csnn2)c2cccc(C)c2C)cc1 (stereo not given)	-10%	-1.3%	19	-5	0	-16	-0.8	-2	12
Cc1cccc(OCc2nc(C#N)c(N3CCCC3)o2)c1	-4%	-0.4%	10	-2	0	-5	0.0	0	-3
CCN(C(=O)c1cc2c(=O)oc3ccc(C)cc3c2s1)c1cc(OC)ccc1OC	?	-0.4%	13	17	-3	/	0.6	6	15
